BLM helicase inh: inhibitors of human Bloom syndrome helicase BLM; recombinant BLM DNA unwinding, fluorescence dequenching; AID 2528; Potency, µM (titrated, usually from 56.1 µM), inactives show top-dose activity change, negative = inhibition, usual class: inhibitors; hit rate 0.2% among 350,000; P54132;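 further: plate controls were vehicle for no effect and no enzyme for full effect; nearly all actives have a fitted effect of over 35% in size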
POLH inh: inhibitors of human DNA polymerase eta | recombinant Pol eta, fluorescent DNA replication assay | Potency, µM (highest dose often 114 µM), for the others: at the highest dose activity change, negative = inhibition, most hits filed as inhibitors | hit rate 1.2% among 390,000 | AID 588591; further: on the % scale 0 is the no-effect control and ±100 the full control effect
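Pol eta (10 nM) was preincubated with compounds for 15 min at room temperature, after which fluorescent replication substrate (50 nM final) was added to start the reaction. Fluorescence was read kinetically at 0 and 10 min.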
Pol kappa inh: blocks human DNA polymerase kappa activity; Potency, µM (doses to about 107 µM), for inactives: at the top dose activity, negative = inhibition, most hits filed as inhibitors; hit rate 0.53% among 400,000; Q9UBT6; purified Pol kappa, fluorescent DNA synthesis assay, 10 min; further: on the % scale 0 is the no-effect control and ±100 the full control effect
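Inhibition of 10 nM Pol kappa is measured by a fluorescent read-out at 0 and 10 min following addition of 50 nM substrate (final), with a 15-min room-temperature compound preincubation.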
POLB inh: inhibitors of human DNA polymerase beta | P06746 | Pol beta primer extension/strand displacement, fluorescence kinetic | Potency, µM (doses to about 114 µM), without a hit: at the top dose activity change, negative = inhibition, actives largely listed as inhibitors | hit rate 1.3% among 340,000; further: on the % scale 0 is the no-effect control and ±100 the full control effect
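Homogeneous kinetic assay of primer extension and strand displacement by 10 nM Pol beta, preincubated 15 min at room temperature with compound before 50 nM substrate (final) was added. Read at 0 and 10 min; four-parameter Hill fit.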
Pol iota inh: DNA polymerase iota (human) inhibition; hit rate 1% among 390,000; Potency, µM (doses to about 115 µM), for the others: top-dose activity, negative = inhibition, usual class: inhibitors; Pol iota fluorescent replication assay, 10 min
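Pol iota at 10 nM preincubated 15 min with compounds at room temperature; reaction started with fluorescent substrate, 50 nM final. Fluorescence read kinetically at 0 and 10 min; buffer-only wells as negative control.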
APE1 inh: inhibitors of human APE1 endonuclease | AID 2517 | P27695 | hit rate 0.35% among 350,000 | recombinant APE1, TAMRA/BHQ-2 abasic DNA cleavage fluorescence | Potency, µM (titrated, usually from 65.8 µM), for inactives: at the highest dose activity change, negative = inhibition, most hits filed as inhibitors;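 further: plate controls were vehicle for no effect and reference inhibitor for full effect; nearly all actives have a fitted effect of over 55% in size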
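Kinetic fluorescence read (525 ex/598 em nm, three reads 60 s apart) of AP-site incision; signal = third minus first read. Enzyme 0.75 nM, dual-labelled THF duplex 50 nM, compound preincubation 15 min RT.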
G9a block: blocks human histone lysine methyltransferase G9a. G9a H3K9 monomethylation, AlphaScreen, 2 h. hit rate 8.8% among 350,000. Potency, µM (top dose mostly 102 µM), for inactives: top-dose activity, negative = inhibition, usual class: inhibitors. Q96KQ7; further: on the % scale 0 is the no-effect control and ±100 the full control effect; nearly all actives have a fitted effect of over 75% in size
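G9a (20 nM) preincubated 15 min RT with compounds, then 500 nM biotinylated H3K9 peptide and 20 uM SAM added; 2 h RT reaction. Monomethyl-H3K9 product detected by AlphaScreen with anti-H3K9me1 antibody, streptavidin donor and anti-rabbit IgG acceptor beads.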
JMJD2A Tudor: inhibitors of human JMJD2A Tudor domain. O75164. AlphaScreen JMJD2A-Tudor / H3K4me3 peptide binding. Potency, µM (titrated, usually from 114 µM), for inactives: at the highest dose activity change, negative = inhibition, usual class: inhibitors. hit rate 4.4% among 390,000. AID 504339; further: on the % scale 0 is the no-effect control and ±100 the full control effect; nearly all actives have a fitted effect of over 50% in size
BAZ2B inh: blocks human BAZ2B; Q9UIF8; AlphaScreen BAZ2B-H3K14Ac peptide displacement; Potency, µM (top dose mostly 114 µM), for inactives: at the top dose activity change, negative = inhibition, most hits filed as inhibitors; hit rate 4.4% among 360,000; further: on the % scale 0 is the no-effect control and ±100 the full control effect; nearly all actives have a fitted effect of over 60% in size
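Inhibition is scored as reduced AlphaScreen emission. The BAZ2B/b-H3(5-23)K14Ac complex (50 nM each) in PBS pH 7.4, 0.01% Tween-20 meets compound (up to 110 uM) for 30 min at RT before bead addition.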
The depositor's hits bear a star; u = inconclusive; x = not tested or not shown; & = joins results of further samples; [ ] = remark or other dose. The call rests on the fitted dose curve; in most records, active means well fitted curve in the direction sought with a large enough effect; inconclusive means small, poorly fitted or top-dose-only effect, or another doubt; inactive means no such curve, though single readings can be large; an effect the other way counts as inactive or inconclusive. Potency means the concentration at half of the fitted maximal effect. These rows are one share of the data, so the mix of outcomes need not match the whole.

Fields: BLM helicase inh	POLH inh	Pol kappa inh	POLB inh	Pol iota inh	APE1 inh	G9a block	JMJD2A Tudor	BAZ2B inh
> O=C(CCc1ccccc1)NC(c1cccs1)c1cc(Cl)c2cccnc2c1O (stereo unspecified)
 : -7%	-13%	-3%	-3%	121%[activator]	-1%	u	-21%	-18%
> COc1ccc(-n2ncc(C(=O)NCCCN3CCCCC3)c2C2CCN(C(=O)OC(C)(C)C)CC2)cc1
 : 3%	-5%	2%	3%	19%	x	-9%[59 µM]	-1%	7%[57.1 µM]
> CC(=O)Nc1ccc(S(=O)(=O)NCC(=O)OCC(=O)NC(=O)c2cccn2C)cc1
 : -7%	-8%	-6%	-2%	76%[activator]	-3%	-1%[12.7 µM]	-7%	-11%
> COc1ccccc1NC(=O)C(C)N(C)CCOc1ccccc1 (stereo unspecified)
 : -3%	-18%	6%	3%	-11%	-8%	26%	25%	37%
> Cc1ccc(OCC(=O)Nc2ccc3nc(SCC(=O)N4CCc5ccccc54)sc3c2)cc1
 : -5%	-6%	-14%	0%	-17%	x	4%[59 µM]	-19%	9%
> O=c1oc2cc(O[C@@H]3OC[C@@H](O)[C@H](O)[C@H]3O)ccc2c2ccccc12
 : -3%	-12%	12%	14%	-9%	8%	-8%	-14%	-15%
> CS(=O)c1ccccc1COC(=O)Nc1cccc(Cl)c1 (stereo unspecified)
 : -5%	-14%	-11%	6%	18%	0%	14%	-26%	-2%[57.1 µM]
> CCN(CC)S(=O)(=O)c1ccc2oc(C(=O)Nc3cc(C)ccc3OC)c(C)c2c1
 : -2%	-8%	0%[60.1 µM]	37%	25%	x	-3%[59 µM]	-10%	0%
> CCc1ccccc1NC(=O)c1nnn(Cc2ccc(Cl)cc2)c1N
 : -6%	-4%	2%	44%	8%	x	3%[59 µM]	-4%	-13%
> CC(=O)c1cccc(NC(=O)N2C3CCC2CC(NC(=O)C2CC2)C3)c1 (stereo unspecified)
 : -2%	-2%	5%	19%	8%	4%	6%	0%	-9%
> C=CCn1c(SCC(=O)Nc2ccccc2F)nc2ccccc2c1=O
 : -5%	-3%	-2%	-1%	-7%	21%	6%	-7%	-1%
> Cc1ccc(Sc2ncccc2C(=O)NCC(c2ccc(F)cc2)N2CCOCC2)cc1C (stereo unspecified)
 : x	-8%	-11%	x	-1%	-19%	0.89µM*	u	-9%
> Cc1ccccc1C(=O)Nc1nnc(SCC(=O)NC2CC2)s1
 : -5%	-12%	-4%	-1%	28%	49%[activator]	-6%	5%	12%
> O=C(CNc1cc(S(=O)(=O)N2CCOCC2)ccc1N1CCCC1)Nc1ccc(Cl)cc1
 : x	-11%	-11%	x	-11%	x	x	u	x
> COC(=O)c1ccccc1C(=O)N1CCOCCOCCOCC1
 : 2%	-3%	-3%	37%	17%	1%	-4%[59 µM]	-9%	7%
> CC1(C)CC(=O)C(C2=NC3(CCCCCC3)Cc3ccccc32)=C(O)C1
 : 1%	-10%	-11%	46%	11%	10%	x	-25%	-10%
> CS(=O)(=O)Nc1ccc(C(=O)Nc2ccccc2C(=O)NCc2ccco2)cc1
 : -3%	-12%	2%	6%	-5%	-6%	18%	-16%	u
> C[C@H](NC(=O)c1ccc2c(c1)OCO2)c1nnc2ccccn12
 : 0%	-14%	15%	35%	27%	-10%	x	-3%	-2%
> CCOC(=O)CCCNC(=O)CN1C(=O)NC2(CCCCCC2)C1=O
 : 1%	-5%	0%	0%	8%	-1%	17%	-10%	-5%
> O=C(NCc1ccccn1)C1CCCN(S(=O)(=O)c2ccccc2)C1 (stereo unspecified)
 : -8%	-8%	-2%	3%	30%	-1%	35µM*	-9%	7%

3 compounds out of the list above, sorted by the value under G9a block, low to high:
Fields: BLM helicase inh	POLH inh	Pol kappa inh	POLB inh	Pol iota inh	APE1 inh	G9a block	JMJD2A Tudor	BAZ2B inh
> Cc1ccccc1C(=O)Nc1nnc(SCC(=O)NC2CC2)s1
 : -5%	-12%	-4%	-1%	28%	49%[activator]	-6%	5%	12%
> CCOC(=O)CCCNC(=O)CN1C(=O)NC2(CCCCCC2)C1=O
 : 1%	-5%	0%	0%	8%	-1%	17%	-10%	-5%
> CS(=O)(=O)Nc1ccc(C(=O)Nc2ccccc2C(=O)NCc2ccco2)cc1
 : -3%	-12%	2%	6%	-5%	-6%	18%	-16%	u

Printed as active in G9a block, of those listed so far:
Fields: BLM helicase inh	POLH inh	Pol kappa inh	POLB inh	Pol iota inh	APE1 inh	G9a block	JMJD2A Tudor	BAZ2B inh
> Cc1ccc(Sc2ncccc2C(=O)NCC(c2ccc(F)cc2)N2CCOCC2)cc1C (stereo unspecified)
 : x	-8%	-11%	x	-1%	-19%	0.89µM*	u	-9%
> O=C(NCc1ccccn1)C1CCCN(S(=O)(=O)c2ccccc2)C1 (stereo unspecified)
 : -8%	-8%	-2%	3%	30%	-1%	35µM*	-9%	7%

As entered above:
Entry for CCOC(=O)CCCNC(=O)CN1C(=O)NC2(CCCCCC2)C1=O in POLB inh: 0%
Entry for Cc1ccc(Sc2ncccc2C(=O)NCC(c2ccc(F)cc2)N2CCOCC2)cc1C (stereo unspecified) in G9a block: 0.89µM*
Entry for C=CCn1c(SCC(=O)Nc2ccccc2F)nc2ccccc2c1=O in Pol kappa inh: -2%
Entry for O=C(NCc1ccccn1)C1CCCN(S(=O)(=O)c2ccccc2)C1 (stereo unspecified) in Pol iota inh: 30%

Other entries
molecule	BLM helicase inh	POLH inh	Pol kappa inh	POLB inh	Pol iota inh	APE1 inh	G9a block	JMJD2A Tudor	BAZ2B inh
COc1ccc(CNC(=O)C(C)NCc2ccccc2Cl)cc1 (stereo unspecified)	0%	-16%	-7%	28%	127%[activator]	-14%	u	-3%	u
C#CCOCCOCCOCCNc1nc(N2CCN(C(=O)[C@H](CO)n3cc([C@@H](N)C(C)C)nn3)CC2)nc(N2CCN(C(=O)[C@H](CCC(=O)O)n3cc([C@@H](N)CCCCN)nn3)CC2)n1	x	-10%	5%	x	u	-8%	x	u	x
Cc1ccc(F)cc1NC(=O)CSCc1c(C)noc1C	x	-23%	-5%	x	12%	-11%	28%[12.7 µM]	-9%	-1%
O=C(NC1CC1)c1ccc(N2CCCCC2)c([N+](=O)[O-])c1	-6%	6%	-4%	u	26%	16%	5%	-13%	-39%
O=C(c1ccc(Cl)cc1)N1CCCCC(Cl)C1=O (stereo unspecified)	-1%	-5%	-6%	-19%	73%[activator]	-1%	-35%	5%	1%
COc1ccc(-c2nc(C(=O)O)cs2)cc1OC	-2%	-1%	-17%	0%	3%	-3%	u	u	-1%
Cc1nn(S(=O)(=O)c2ccc(C(C)C)cc2)c(C)c1S(=O)(=O)N1CCOCC1	1%	-16%	1%	7%	4%	45%	35µM*	79µM*	u
COc1ccc(/C=C2\SC(=S)N(NC(=O)c3csc4c3CCCC4)C2=O)cc1	-5%	-12%	-13%	-3%	20%	-8%	u	u	-37%
CCCOc1ccc(C(=O)N(Cc2cccs2)C2CCS(=O)(=O)C2)cc1 (stereo unspecified)	-2%&-3%	1%&-17%	-11%	-4%&-15%	u	2%	u	2%&-1%	0%&2%
S=c1[nH]nc(-c2cccs2)n1/N=C/c1cn(-c2ccccc2)nc1-c1ccccc1	-13%	-16%	-23%	4%	-28%[58.9 µM]	-3%	12%[59 µM]	u	u
Cc1cc(C)nc(/N=C2\NC(=O)CC3C(=O)NCCN23)n1 (stereo unspecified)	1%	-10%	-9%	-19%	-7%	5%	u	5%	4%
COc1ccccc1CNC(=O)c1ccc2c(c1)N(Cc1c(F)cccc1Cl)C(=O)CS2	-6%	-18%	-4%	4%	-14%	x	-2%[59 µM]	-14%	2%
Cc1ccc(C(=O)SC2=NCCS2)cc1	-8%	-8%	-4%	-7%	u	-5%	-7%[59 µM]	-11%	3%
O=C(O)C(C(=O)O)=C1C2CC3CC(C2)CC1C3	2%	-5%	-7%	0%	47%[activator]	0%	u	u	-5%
CCCCN(CCCC)CCNC(=O)CNC(=O)c1cccs1	-4%	-11%	4%	23%	30%	-3%	x	-1%	4%
COc1cc(C2C3CN(C)CC=C3C(C#N)=C(N)C2(C#N)C#N)ccc1OC(C)C (stereo unspecified)	2%	-9%	-7%	14%	20%	-2%	u	-15%[57.1 µM]	-5%
COc1ccc(C)cc1NC(=O)NCCC1=CCCCC1	-1%	-2%	-2%	1%	6%	12%	5%[59 µM]	-4%	14%
CC1=C(C#N)C(c2ccc3ncccc3c2)C(C#N)=C(C)N1	0%	-11%	-2%	u	-13%	0%	u	-12%	4%
Cc1cc(C)c(NC(=O)CSc2nc3ncc(Cl)cc3[nH]2)c(C)c1	-2%	-4%	-5%	36%	-4%	3%	20%	-9%	-8%[57.1 µM]
O=C(CSc1n[nH]c(=O)[nH]c1=O)Nc1ccccc1C(=O)c1ccccc1	-6%	7%	-10%	-26%	-8%	3%	-9%	-4%	26%
NC(=O)Nc1ccc(C(=O)OCC(=O)N(Cc2ccccc2)C2CCS(=O)(=O)C2)cc1 (stereo unspecified)	1%	u	4%	-9%	112%[activator]	-2%	-36%	1%	-5%
Cc1ccc(-n2c(O)c(/C=N/n3cnnc3)c3ccccc3c2=O)cc1	-7%&-16%	-4%&-7%	u	33%&15%	u	-2%&-3%	u	56µM*	50µM*
COc1ccc2cc(C(=O)C3CCCN(C(=O)CCc4ccccn4)C3)ccc2c1 (stereo unspecified)	5%	-14%	7%	41%[activator]	32%[activator]	u	x	-16%	-24%
CC(C)Nc1nnc(Sc2ccc(Cl)cc2[N+](=O)[O-])s1	3%	-16%	-1%	4%	-8%	25%	-11%[59 µM]	-24%	u
CC(=O)Nc1ccc(SCc2csc(C)n2)cc1	-2%	8%	-18%	2%	u	-13%	u	-23%	-37%

Compound activity deposited in PubChem by National Center for Advancing Translational Sciences (NCATS).
